# ABCB1 block: blocks JC-1 efflux by human ABCB1 transporter. P08183. inhibition, % at 6.6 µM. CCRF-Adr cells, flow cytometry. 190,000 tested, 0.067% active. AID 1326; in the data active = inhibition above about 40%;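 note: 0% = vehicle and 100% = reference inhibitor; higher value means more JC-1 retained so stronger ABCB1 efflux block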
# GSH bead fluor: compound fluoresces at 488/530 nm on GSH beads. GSH beads flow cytometry, compound fluorescence 488/530 nm; active compounds read high. fluorescence (KMESF) at 10 µM. 190,000 tested, 0.25% active; in the data active = fluorescence above about 89;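 note: glutathione beads carrying GST-tagged Bcl family fusion proteins plus one bare bead set; values are compound well signal with DMSO vehicle wells as background; inactives centre near 16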
# ABCG2 inh: human ABCG2 inhibition, ABCB1 as counter-screen; Q9UNQ0; IgMXP3 cells, JC-1 efflux, flow cytometry; inhibition, % at 6.6 µM; 190,000 tested, 0.1% active; AID 1325;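 active = inhibition above 80%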;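 note: 0% = DMSO and 100% = nicardipine control wells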
#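 Incubation: cells with compound and JC-1, 10 min at 25 °C, rotating, no wash / Test system: IgMXP3 (ABCG2) plus far-red-tagged CCRF-Adr (ABCB1) cells / Compound dosing: one concentration, 6.6 µM final / Also added: JC-1 fluorescent substrate / Evaluation: efflux inhibition in percent versus controls / Detection: flow cytometry, 530 nm JC-1 signal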
# RGS7-Gao: human RGS7-Galphao interaction regulation; P09471; Multiplexed bead flow cytometry, RGS7-Galphao binding; actives lie on both sides; binding response (% of control), % at 10 µM; 220,000 tested, 0.35% active; in the data active = binding response below about 49% or above about 150%; inconclusive = no clear call, values can overlap the other calls; inactive = in between;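 note: fluorescent Galphao held in activated GDP-AlF4 state binding bead-coupled RGS7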
# Target sequence (P09471 whole entry, looked up): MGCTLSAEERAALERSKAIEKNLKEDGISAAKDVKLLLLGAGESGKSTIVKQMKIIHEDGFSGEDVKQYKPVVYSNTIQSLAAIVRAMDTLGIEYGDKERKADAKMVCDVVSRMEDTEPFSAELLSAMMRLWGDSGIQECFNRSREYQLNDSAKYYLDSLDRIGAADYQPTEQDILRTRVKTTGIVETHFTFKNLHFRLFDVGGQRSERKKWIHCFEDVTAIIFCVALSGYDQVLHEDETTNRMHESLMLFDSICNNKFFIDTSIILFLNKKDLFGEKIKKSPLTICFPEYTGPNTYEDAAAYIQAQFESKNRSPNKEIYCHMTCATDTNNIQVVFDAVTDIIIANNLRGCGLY
# Bcl-2 Bim block: disrupts Bim peptide binding to human Bcl-2; inhibition, % at 10 µM; 190,000 tested, 0.06% active; P10415; Bead-based flow cytometry, Bim peptide-Bcl-2 binding; in the data active = inhibition above about 40%; inconclusive = no clear call, values can overlap the other calls;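 note: 0% = no compound wells with probe peptide and 100% = reference peptide inhibitor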
# Target sequence (P10415 whole entry, looked up): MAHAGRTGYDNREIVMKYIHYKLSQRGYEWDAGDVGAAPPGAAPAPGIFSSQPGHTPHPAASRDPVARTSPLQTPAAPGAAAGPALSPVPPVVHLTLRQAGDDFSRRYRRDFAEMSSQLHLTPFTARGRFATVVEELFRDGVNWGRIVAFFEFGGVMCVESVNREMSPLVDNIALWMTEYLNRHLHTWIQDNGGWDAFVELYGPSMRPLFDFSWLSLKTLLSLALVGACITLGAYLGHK
# RGS4-Gao reg: human RGS4-Galphao interaction regulation; Multiplexed bead flow cytometry, RGS4-Galphao binding; actives lie on both sides; binding response (% of control), % at 10 µM; 220,000 tested, 0.33% active; AID 1415; in the data active = binding response below about 49% or above about 150%; inactive = in between;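 note: fluorescent Galphao activated with aluminum fluoride binding bead-coupled RGS4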
# Bim-Bfl-1: inhibitors of Bim-Bfl-1 interaction, human | Bead-based flow cytometry, Bim-Bfl-1 binding inhibition | inhibition, % at 10 µM | 190,000 tested, 0.12% active | AID 1008;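 note: 0% = wells without compound plus tracer and 100% = blocker peptide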
# Avidin bead fluor: compound fluoresces at 488/530 nm on avidin beads; compound fluorescence 488/530 nm, flow cytometry; active compounds read high; fluorescence (KMESF) at 10 µM; 220,000 tested, 0.38% active; in the data active = fluorescence above about 47; note: inactives centre near 10
# Bcl-W Bim block: disrupts Bim peptide binding to human Bcl-W. Q92843. bead-based flow cytometry. inhibition, % at 10 µM. 190,000 tested, 0.02% active;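 note: 0% = bound tracer without compound and 100% = peptide blocker; higher means less fluorescent Bim peptide bound to Bcl-W beads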
# Bim-Bcl-XL: human Bim-Bcl-XL interaction inhibition; inhibition, % at 10 µM; AID 1007; Bim peptide-Bcl-XL binding, bead flow cytometry, fluorescence; Q07817; 190,000 tested, 0.04% active
# Target sequence (Q07817 whole entry, looked up): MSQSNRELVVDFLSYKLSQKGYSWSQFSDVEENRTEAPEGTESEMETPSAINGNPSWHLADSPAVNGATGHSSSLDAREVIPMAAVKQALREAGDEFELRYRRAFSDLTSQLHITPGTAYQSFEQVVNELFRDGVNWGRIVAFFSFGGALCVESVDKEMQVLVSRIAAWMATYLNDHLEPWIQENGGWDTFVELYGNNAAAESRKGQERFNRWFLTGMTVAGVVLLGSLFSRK
# Bim-Bcl-B: inhibitors of Bim-Bcl-B interaction, human; Q9HD36; bead-based flow cytometry, Bim peptide-Bcl-B binding; inhibition, % at 10 µM; 190,000 tested, 0.073% active;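 note: 0% = tracer peptide without compound and 100% = reference inhibitor peptide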
# Target sequence (Q9HD36 whole entry, looked up): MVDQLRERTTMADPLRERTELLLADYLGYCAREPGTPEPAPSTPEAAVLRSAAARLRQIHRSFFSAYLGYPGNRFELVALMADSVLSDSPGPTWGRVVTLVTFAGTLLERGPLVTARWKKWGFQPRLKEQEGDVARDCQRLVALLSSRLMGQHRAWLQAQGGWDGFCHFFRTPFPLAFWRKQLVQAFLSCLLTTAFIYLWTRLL
# * marks the source's active call; other numbers are inactive results; ? = inconclusive. Cut-off read from the data, not from the text of the source, unless noted: active = inhibition above about 40%. An unsorted share of the library (roughly 1.3% active in at least one column).
SMILES	ABCB1 block	GSH bead fluor	ABCG2 inh	RGS7-Gao	Bcl-2 Bim block	RGS4-Gao reg	Bim-Bfl-1	Avidin bead fluor	Bcl-W Bim block	Bim-Bcl-XL	Bim-Bcl-B
O=C(NCc1ccco1)C1CC(c2ccc(Cl)c(Cl)c2)=NO1 (stereo not given)	0.0	11	7.0	98.6	-1.0	98.6	-6.0	13	1.0	0.0	0.0
CC(c1n[nH]c(=S)n1-c1ccc(Cl)cc1)N(C)C (stereo not given)	0.0	11	-0.5	105.7	-4.0	100.8	3.0	3	-3.0	-7.0	-32.0
O=C(N/N=C/C=C\c1ccccc1[N+](=O)[O-])c1ccco1	0.5	14	11.8	?	0.0	96.8	-4.0	13	6.0	0.0	0.0
COc1ccc(Nc2c(-c3ccco3)nc3ccc(C)cn23)cc1	0.9	20	-0.5	102.1	-3.0	94.7	0.0	7	-5.0	-2.0	-6.0
Cc1ccc(S(=O)(=O)NNC(=O)c2cnn(-c3ccccc3)c2-n2cccc2)cc1	1.5	15	11.6	101.8	-3.0	102.6	-2.0	22	2.0	0.0	-8.0
CCn1c2ccc(Cl)cc2c2nc3ccccc3nc21	0.0	13	0.4	103.0	0.0	103.8	0.0	43	0.0	2.0	5.0
CC(=O)N(O)CCCCCNC(=O)CCC(=O)N(O)CCCCCNC(=O)CCC(=O)N(O)CCCCCN	2.7	22	12.6	55.1	0.0	60.5	2.0	4	-1.0	1.0	-2.0
CC(C)(C)n1[nH]c2c3c(ccc2c1=O)C(=O)c1ccccc1C3=O	0.8	10	3.1	98.0	0.0	100.8	-6.0	8	3.0	0.0	-5.0
Cc1ccc(OCC(=O)OCCN2C(=O)c3ccccc3C2=O)cc1C	2.0	25	10.4	118.5	2.0	120.2	0.0	26	-4.0	-3.0	-9.0
CC1C/C(=C/c2cccs2)C(=O)/C(=C/c2cccs2)C1 (stereo not given)	-5.3	14	-17.7	101.0	2.0	101.8	0.0	3	-1.0	-1.0	-6.0
Cc1ccc(NC(=O)c2cccc(F)c2)cc1S(=O)(=O)N1CCCCCC1	2.5	13	37.2	?	-5.0	103.1	-4.0	13	-1.0	-4.0	-5.0
O=C(COC(=O)c1ccc(Cl)nc1)Nc1ccccc1OC(F)F	-0.5	15	11.9	?	2.0	104.0	1.0	8	-1.0	-1.0	2.0
O=C(NCc1ccncc1)C(=O)N/N=C/c1ccccn1	0.2	24	0.6	107.7	0.0	102.3	-3.0	12	1.0	-1.0	-5.0
COc1ccc(-c2cc(C(=O)Nc3cnn(Cc4ccccc4C)c3)no2)cc1OC	-0.2	13	-0.1	106.3	-3.0	105.5	0.0	33	0.0	0.0	-3.0
CC(C)CN1CCN(C2CCN(C(C)C)CC2)C(CCO)C1 (stereo not given)	0.6	10	2.1	101.0	0.0	100.2	3.0	3	5.0	2.0	0.0
COc1ccc(Cl)c(Cn2c(NCCCO)nc3c2c(=O)n(C)c(=O)n3C)c1	0.0	25	5.4	102.6	-4.0	98.9	-14.0	13	-2.0	-3.0	-8.0
Cn1ccnc1SCC(=O)c1ccc(Br)cc1	1.4	25	13.4	99.4	-2.0	98.3	-3.0	27	-3.0	-4.0	-3.0
CCOC(=O)N1CCN(c2c(N3CC=C(c4ccccc4)CC3)c(=O)c2=O)CC1	-2.2	18	-3.4	95.8	-6.0	99.9	-8.0	8	0.0	0.0	-2.0
CC(CCc1ccccc1)NC(=O)C(Cc1ccccc1)NS(=O)(=O)c1cccs1 (stereo not given)	1.9	36	6.7	103.1	-12.0	101.6	-15.0	13	-3.0	-4.0	-9.0
CN(C(=O)COC(=O)c1nc(Cl)c(Cl)c(Cl)c1Cl)C1CCS(=O)(=O)C1 (stereo not given)	-0.1	23	-0.1	107.6	-1.0	103.1	-4.0	11	0.0	3.0	1.0
O=C(NCCO)c1cc2cc(Cl)cc(Cl)c2oc1=O	0.0	17	4.8	101.8	-4.0	99.4	21.0	8	-7.0	-13.0	-69.0
CCc1cccc2c(C=C(C#N)C#N)cn(CC(=O)N3CCCC3)c12	-0.4	27	-1.4	103.9	0.0	104.7	0.0	21	1.0	0.0	-3.0
CCn1c(C)[n+](CC)c2ccc(C(=O)N(C)c3ccccc3)cc21	0.1	19	1.6	97.9	0.0	98.1	4.0	8	1.0	0.0	-2.0
CCCCNC(=O)CSc1nc(O)cc(=O)n1C1CCCC1	0.5	16	7.0	?	-6.0	99.1	-5.0	8	-3.0	-4.0	-2.0
O=C(O)c1cccc(N/N=C/c2ccc(-c3ccccc3)cc2)c1	-1.8	20	-6.7	97.4	1.0	98.5	-2.0	6	3.0	-1.0	-5.0
CS(=O)(=O)c1nc(-c2ccc(F)cc2)cc(C(F)(F)F)n1	0.4	16	12.0	?	2.0	97.7	7.0	9	2.0	-4.0	-21.0
S=C1NCCOCCOCCOCCNC(=S)N2CCOCCOCCN1CCOCCOCC2	0.3	13	1.1	95.6	-1.0	93.3	-6.0	13	-4.0	-3.0	-8.0
COC(CNC(=O)c1cnn2c(C)c(Cc3ccccc3)c(C)nc12)OC	1.0	15	3.5	101.8	-1.0	99.8	-3.0	11	1.0	-1.0	-2.0
COc1cc(CCC(=O)N2CCN(c3ccc(N4CCOCC4)nn3)CC2)cc(OC)c1OC	-2.4	19	-5.9	101.1	0.0	102.3	-3.0	6	0.0	-1.0	-4.0
O=C(Nc1cccnc1)c1ccco1	-0.7	9	-2.0	102.0	-1.0	99.8	-2.0	37	1.0	-2.0	-2.0
CC(C)NC(=O)Cn1c(SCC(=O)N2c3ccccc3CC2C)nc2ccccc21 (stereo not given)	2.8	29	4.8	106.7	-7.0	102.3	-13.0	22	0.0	-5.0	-6.0
CCC1CN(C(=O)Nc2ccc(C)cc2)c2cc(C)ccc2O1 (stereo not given)	0.2	13	1.1	99.8	-2.0	101.7	-8.0	10	-2.0	-2.0	-2.0
O=C(O)CSc1c2c(nc3cc(C(=O)N4CCOCC4)ccc13)CCCC2	0.4	15	1.2	100.7	0.0	102.8	0.0	37	-1.0	0.0	3.0
NC(=O)C[C@@H]1NC(=O)[C@H](CCC(=O)O)NC(=O)c2cc([N+](=O)[O-])cc(I)c2OCC[C@@H](C(N)=O)NC1=O	1.0	18	6.2	91.6	3.0	91.5	1.0	9	1.0	-1.0	0.0
CC(=O)Nc1ccc(SCC(=O)c2cc(C)n(-c3ccccc3F)c2C)cc1	0.6	6	11.8	102.5	0.0	103.2	2.0	12	0.0	0.0	-2.0
O=S(=O)(NCC1CCCO1)c1ccc(Oc2ccccc2)cc1 (stereo not given)	0.5	35	2.0	99.4	-12.0	74.7	-18.0	12	0.0	-7.0	-9.0
CC(C)(C)NC(=O)NC(=O)COC(=O)CNC(=O)C1CCCCC1	0.2	12	-0.1	103.5	1.0	100.1	-4.0	12	-3.0	-4.0	-2.0
CCc1nc(C)cn1S(=O)(=O)c1cc(Br)c(C)cc1OC	0.1	27	1.3	95.4	-6.0	94.6	-1.0	9	0.0	0.0	-2.0
Cc1cc(C(=O)CSc2nn3c(=O)c(C(C)(C)C)nnc3s2)c(C)n1C	-0.2	12	1.9	101.0	0.0	96.8	-3.0	7	1.0	0.0	-2.0
COC(=O)CSc1[nH]c(=O)cc(C)c1C#N	0.4	33	17.7	104.1	-5.0	101.0	-13.0	15	0.0	-6.0	-11.0
COc1ccccc1OCC(=O)NCc1ccco1	0.6	16	16.7	95.0	-6.0	92.5	-2.0	13	-1.0	-2.0	-3.0
Cc1cc(=O)oc(C)c1C(=O)N1CCN(Cc2ccc3c(c2)OCO3)CC1	0.1	6	0.5	95.6	-2.0	84.8	0.0	15	-2.0	-7.0	-1.0
O=C(NCc1ccncc1)C12CC3CC(CC(C3)C1)C2	0.7	19	1.3	99.8	0.0	98.4	0.0	9	1.0	-2.0	0.0
CCOC(=O)c1cc(CC)sc1/N=C/C1C(=O)CC(C)(C)CC1=O	0.7	13	8.4	98.6	-13.0	101.1	-17.0	11	-3.0	-7.0	-10.0
COc1ccc2sc(/C=C/c3ccccc3O)[n+](C)c2c1	0.9	12	1.1	103.2	5.0	101.3	7.0	20	3.0	1.0	-8.0
Cc1cc(=O)cc(C)n1-c1ccc(F)cc1F	0.2	8	1.2	96.8	-3.0	100.1	-1.0	20	0.0	-1.0	-2.0
COc1ccc(/C=C2\CCc3ccccc3C2=O)c(OC)c1OC	0.0	13	1.1	91.6	-4.0	90.8	-5.0	11	-2.0	-3.0	-6.0
C/C(=N\O)c1ccccc1C(=O)O	0.3	74	0.7	97.9	-9.0	97.8	-10.0	11	-3.0	-2.0	-2.0
CCOC(=O)c1cc2c(ccn2C)n1Cc1ccc(C#N)cc1	0.7	23	2.3	103.0	2.0	100.8	-3.0	10	6.0	0.0	0.0
CCOc1ccccc1NC(=O)CSc1nc(N)c(C#N)cc1C#N	2.9	17	16.6	96.7	-7.0	99.7	-18.0	26	-4.0	-9.0	-5.0
CCn1c(CNC(=O)c2cccc(C)c2)nnc1SCC(=O)Nc1cccc(OC)c1	3.0	32	26.3	98.2	-11.0	102.5	-14.0	11	-5.0	-10.0	-11.0
CCCCCCC(=O)Oc1ccc(N2C(=O)CCC2=O)cc1	0.3	11	0.4	118.3	1.0	110.0	0.0	13	1.0	-1.0	2.0
CCNC(=S)NNC(=O)c1cc(Br)cs1	-10.0	20	-22.7	100.7	-1.0	102.6	2.0	6	-2.0	-5.0	-25.0
CCCCN1C(=O)N(C)C2NC(=O)NC21 (stereo not given)	-0.1	14	0.3	98.1	-2.0	99.8	-1.0	10	0.0	-3.0	0.0
Cc1cccc(C)c1NC(=O)C/C(N)=N/O	0.0	22	0.1	101.7	0.0	103.7	0.0	10	0.0	-1.0	1.0
CCN(C(=O)CSc1nnc(-c2cccs2)o1)C1CCS(=O)(=O)C1 (stereo not given)	-0.5	12	-1.0	94.3	0.0	98.2	4.0	8	5.0	3.0	1.0
Cc1ccc(CNC(=O)c2ccc(Cl)cc2[N+](=O)[O-])cc1	0.2	23	1.2	96.5	-4.0	101.4	-10.0	4	2.0	-4.0	-6.0
CN(C)/C=C1/C(=O)N(c2ccc([N+](=O)[O-])cc2)N=C1c1ccccc1	-0.9	14	-0.7	106.6	1.0	102.6	-2.0	13	5.0	4.0	10.0

# Not a retest: entries from further up.
SMILES	ABCB1 block	GSH bead fluor	ABCG2 inh	RGS7-Gao	Bcl-2 Bim block	RGS4-Gao reg	Bim-Bfl-1	Avidin bead fluor	Bcl-W Bim block	Bim-Bcl-XL	Bim-Bcl-B
CCc1cccc2c(C=C(C#N)C#N)cn(CC(=O)N3CCCC3)c12	-0.4	27	-1.4	103.9	0.0	104.7	0.0	21	1.0	0.0	-3.0
CCn1c(C)[n+](CC)c2ccc(C(=O)N(C)c3ccccc3)cc21	0.1	19	1.6	97.9	0.0	98.1	4.0	8	1.0	0.0	-2.0

# Screens deposited in PubChem BioAssay by NMMLSC.
